PKM2 act – qHTS Assay for Activators of Human Muscle isoform 2 Pyruvate Kinase; purified PKM2, Kinase-Glo ATP luminescence, activation; response scale: 0% is enzyme alone, no compound; Potency, µM (highest dose often 57.5 µM), for inactives: at the highest dose activation, usual class: activators; 260,000 tested, 0.34% active; AID 1631, 2009; also: potency is read from the fitted curve at half-maximal effect; % is scaled to controls: 0 for no effect and ±100 for the full control effect; nearly all actives have a fitted effect of over 55% in size
Target sequence (P14618 whole entry, looked up, canonical isoform): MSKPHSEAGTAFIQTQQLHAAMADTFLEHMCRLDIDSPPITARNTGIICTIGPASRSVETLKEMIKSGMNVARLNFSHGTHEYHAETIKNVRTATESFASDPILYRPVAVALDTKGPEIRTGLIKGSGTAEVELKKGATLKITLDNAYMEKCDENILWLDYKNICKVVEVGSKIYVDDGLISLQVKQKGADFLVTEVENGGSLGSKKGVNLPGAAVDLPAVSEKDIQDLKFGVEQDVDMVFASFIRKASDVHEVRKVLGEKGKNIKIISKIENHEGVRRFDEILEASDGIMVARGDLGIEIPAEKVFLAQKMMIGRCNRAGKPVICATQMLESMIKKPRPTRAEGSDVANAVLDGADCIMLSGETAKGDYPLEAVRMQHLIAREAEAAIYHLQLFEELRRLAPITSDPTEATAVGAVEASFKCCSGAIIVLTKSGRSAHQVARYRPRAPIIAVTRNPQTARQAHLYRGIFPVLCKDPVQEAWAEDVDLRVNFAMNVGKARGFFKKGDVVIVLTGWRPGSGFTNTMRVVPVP
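Kinase-Glo luminescence reports ATP generated from ADP (0.1 mM) and PEP (0.5 mM) by purified hPK-M2 after 1 h at room temperature, pH 7.2 imidazole buffer; intermediate enzyme activity allows detecting inhibitors and activators.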
KCNH2 3.1 block – qHTS for Inhibitors of KCHN2 3.1: Mutant qHTS | AID 720553, 2013 | activity change, % (tested at about 1.8 µM) | Potassium voltage-gated channel subfamily H member 2, brain isoform KCNH2 3.1 (human) | 340,000 tested, 0.95% active | U2OS KCNH2 3.1, thallium flux FluxOr; stronger effect = lower value;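 active = maximum activity change below -70%; inconclusive = maximum activity change from -70% to -50%; inactive = maximum activity change above -50%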;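 also: thallium influx rate constant from kinetic fluorescence after stimulation buffer; % is scaled to controls: 0 for no effect and ±100 for the full control effect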
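Thallium flux read-out: FluxOr dye with Red40 quencher in HBSS/HEPES, 45 min at RT. Rate constants from kinetic reads were normalized to positive and negative DMSO controls. Cells: U2OS virally expressing the 3.1 isoform.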
USP2a inh – qHTS Assay for Inhibitors of Ubiquitin-specific Protease USP2a Using CHOP2 as the Reporter | Ubiquitin carboxyl-terminal hydrolase 2 (Homo sapiens), O75604 | USP2 core, Ub-CHOP2 coupled fluorogenic reporter, 485/531 | Potency, µM (doses to about 38.3 µM), inactives show at the highest dose activity change, negative = inhibition, usual class: inhibitors | 330,000 tested, 0.01% active | AID 463254, 2010;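 also: potency is read from the fitted curve at half-maximal effect; plate controls were DMSO wells for no effect and full inhibition by NEM control for full effect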
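USP2 core (10nM final) preincubated 30min RT with compound in 20mM Tris-HCl pH 8.0, 2mM CaCl2, 2mM beta-mercaptoethanol, 0.05% CHAPS; 25nM Ub-CHOP2 plus 25nM reporter substrate added, fluorescence (Ex485/Em531) read after 60min.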
Giardia kill – Small Molecules that selectively kill Giardia lamblia: qHTS. activity change, % at 7.66 µM, hits read low. 340,000 tested, 0.15% active. Giardia lamblia trophozoite viability; in the data active = activity change below about -80%; inconclusive = between about -30% and that limit;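 also: parasites exposed to compound for two days anaerobically before the ATP read; % is scaled to controls: 0 for no effect and ±100 for the full control effect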
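Compounds were tested on trophozoites seeded at 100 cells/well and held 48 hrs at 37 deg C anaerobically. An ATP-based luminescent kit measured the remaining live cells.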
KCNH2 WT inh – qHTS for Inhibitors of KCHN2 3.1: Wildtype qHTS. Voltage-gated inwardly rectifying potassium channel KCNH2 (Homo sapiens), Q12809. U2OS, BacMam KCNH2, thallium flux FluxOr; stronger effect = lower value. activity change, % at 1.84 µM. 340,000 tested, 0.37% active. AID 720551, 2013;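 active = maximum activity change below -70%; inconclusive = maximum activity change between -70% and -50%; inactive = maximum activity change above -50%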; also: % is scaled to controls: 0 for no effect and ±100 for the full control effect
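U2OS cells transduced with wild-type KCNH2 virus are loaded with FluxOr dye for 45 min, and thallium flux is measured in kinetic reads before and after stimulation buffer. Rate constants are normalized to DMSO controls.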
GALK inhibitor – qHTS Assay for Inhibitors of Human Galactokinase (GALK); P51570; Purified GALK, Kinase-Glo residual ATP luminescence; Potency, µM (series often up to 57.5 µM), for inactives: top-dose activity change, negative = inhibition, actives largely listed as inhibitors; 270,000 tested, 0.007% active; AID 1868, 2009; also: potency is read from the fitted curve at half-maximal effect; % is scaled to controls: 0 for no effect and ±100 for the full control effect
Target sequence (P51570 whole entry, looked up): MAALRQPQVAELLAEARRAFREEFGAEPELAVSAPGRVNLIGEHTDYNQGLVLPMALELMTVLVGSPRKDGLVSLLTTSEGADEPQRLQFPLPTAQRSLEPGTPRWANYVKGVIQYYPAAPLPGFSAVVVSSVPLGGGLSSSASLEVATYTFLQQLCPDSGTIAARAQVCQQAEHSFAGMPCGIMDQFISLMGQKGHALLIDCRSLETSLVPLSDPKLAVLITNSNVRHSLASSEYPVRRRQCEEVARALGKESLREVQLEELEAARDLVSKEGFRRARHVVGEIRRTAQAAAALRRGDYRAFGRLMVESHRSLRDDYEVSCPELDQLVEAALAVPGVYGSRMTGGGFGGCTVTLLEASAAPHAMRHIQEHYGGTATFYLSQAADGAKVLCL
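The enzyme phosphorylates galactose (100 uM) using ATP (35 uM); inhibition is detected as higher residual ATP, quantified by bioluminescence after 1 h reaction at room temperature, pH 8.0.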
B2AR arrestin – qHTS assay of beta-arrestin-biased ligands of beta2-adrenergic receptor; Beta-2 adrenergic receptor (Homo sapiens), P07550; AID 492947, 2010; beta-arrestin recruitment to beta2AR, cell-based reporter; 330,000 tested, 0.02% active; Potency, µM (series often up to 46.1 µM), without a hit: at the highest dose activation, usual class: activators;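 also: potency is read from the fitted curve at half-maximal effect; 0% = DMSO controls and full agonism = EC100 isoproterenol or metaproterenol; nearly all actives have a fitted effect of over 65% in size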
Menin-MLL TR inh – qHTS Assay for Inhibitors Targeting the Menin-MLL Interaction in MLL Related Leukemias: Competition With Texas Red Labeled MLL-derived Mutant Peptide; AID 1768, 2009; Menin + Texas Red MLL mutant peptide, fluorescence polarization; Potency, µM (doses to about 61.6 µM), for inactives: at the top dose FP activity change, negative = inhibition, most hits filed as inhibitors; 270,000 tested, 0.23% active; active = well fitted inhibition curve with a large enough effect in the polarisation, with a control signal flat, not every such curve was filed as active; inconclusive = small, poorly fitted or top-dose-only effect, or effect the other way, or a change in a side signal; inactive = no such curve, though single readings can be large or run the other way; the % refers to the polarisation; also: potency is read from the fitted curve at half-maximal effect; % of control where 0% means no effect; many of its hits are not listed in these tables
Coupling enz – qHTS Assay for Inhibitors of Fructose-1,6-bisphosphate Aldolase from Giardia Lamblia: Coupling assay counterscreen. coupling enzyme system counterscreen, AmpLite Red fluorescence. activity change, negative = inhibition, % at 58.2 µM, hits read low. 290,000 tested, 0.67% active. AID 2472, 2010; in the data active = activity change below about -30%; also: % is scaled to controls: 0 for no effect and ±100 for the full control effect
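First, compound is pin-transferred into glyceraldehyde-3-phosphate coupling-enzyme reagent at 57.5 uM final and held 10 min at RT. Next, substrate, coupling system and AmpLite Red are added. After 20 min RT, fluorescence (525/598 nm) is read.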
TRPV1 ag – HTS Assay for Compounds that Act as Agonists of the Vanilloid Receptor 1; Transient receptor potential cation channel subfamily V member 1 (Homo sapiens), Q8NER1; TRPV1-expressing cells, Fluo-8 calcium influx, agonist mode; activation, % at 8.33 µM; 320,000 tested, 0.19% active; in the data active = activation above about 80%; inconclusive = between about 30% and that limit; also: 0% is about no effect
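Cells expressing TRPV1 were dye-loaded with Fluo-8 and read kinetically: 10 s baseline, 3 min after compound (agonist portion), then 2 min after EC20 capsaicin (allosteric enhancer portion). Calcium-bound dye fluorescence at 480/520 nm.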
MLL CXXC-DNA inh – qHTS Fluorescence Polarization Assay for Inhibitors of MLL CXXC domain - DNA interaction | Histone-lysine N-methyltransferase 2A (Homo sapiens), Q03164 | MLL-CXXC / FITC-HOXA9 DNA fluorescence polarization | Potency, µM (titrated, usually from 115 µM), inactives show top-dose activity change, negative = inhibition, usual class: inhibitors | 290,000 tested, 0.037% active | AID 2662, 2010; active = well fitted inhibition curve with a large enough effect in the polarisation, with a control signal flat, not every such curve was filed as active; inconclusive = small, poorly fitted or top-dose-only effect, or effect the other way, or a change in a side signal; inactive = no such curve, though single readings can be large or run the other way; the % refers to the polarisation; also: potency is read from the fitted curve at half-maximal effect
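Purified MLL-CXXC (added from a 7 uM solution) was preincubated 5 min at ambient with pinned compounds in 50 mM Tris-HCl pH 7.5, 50 mM NaCl, 1 mM DTT, 0.05% BSA. Fluorescein-labeled HOX-A9 DNA (50 nM solution) followed, 30 min, then polarization read.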
* hit, by the source's call; ? = inconclusive; / = no result given; [ ] = dose if it differs, or a comment. Unless noted, calls follow the shape of the dose curve; as a rule, active = well fitted curve in the direction sought with a large enough effect; inconclusive = small, poorly fitted or top-dose-only effect, or another doubt; inactive = no such curve, though single readings can be large; an effect the other way counts as inactive or inconclusive.

nr	molecule	PKM2 act	KCNH2 3.1 block	USP2a inh	Giardia kill	KCNH2 WT inh	GALK inhibitor	B2AR arrestin	Menin-MLL TR inh	Coupling enz	TRPV1 ag	MLL CXXC-DNA inh
1	CC(=O)Nc1ccc(Nc2nc(-c3sc(NC(C)=O)nc3C)cs2)cc1	0%	9	0%	3	12	2%	-0.2%	?	-5	0	-4%
2	S=C1NCN(Cc2cccnc2)CN1Cc1ccccc1	-4%	22	1%	-14	4	-3%	-0.1%	/	0	0	7%
3	O=C(NCCCO)c1cc([N+](=O)[O-])cc2c1C=Cc1ccccc1O2	2%	/	8%	?	-2	-1%	-0.1%	0%	-1	10	2%
4	CCN=C1SC(CC(=O)NC2CCCCC2)C(=O)N1CC (stereo unspecified)	1%	14	4%	7	9	-2%	-0.8%	4%	0	1	-4%
5	O=C(CN(c1ccc(F)cc1)S(=O)(=O)c1ccccc1)Nc1ccccc1C(=O)O	8%	-13	0%	-7	1	7%	0.3%	33%[activator]	-15	0	-1%
6	CCOc1ccc(S(=O)(=O)NCCC(=O)N2CC=C(c3ccccc3)CC2)cc1	/	-8	-1%	-1	8	/	0.0%	/	/	6	/
7	COc1ccc(NC(=O)CC(c2ccc(F)cc2)c2ccc(OC)cc2)cc1 (stereo unspecified)	9%	-10	1%	1	-5	0%	-0.3%	-1%	2	17	0%
8	CNC(=O)COC(=O)/C=C/c1cn(-c2ccccc2)nc1-c1ccc2c(c1)OCCO2	5%	-4	-6%	1	-8	-5%	-0.1%	?	-4	?	2%
9	O=S1(=O)CC(O)C(N(CCO)C(=S)Nc2ccccc2)C1 (stereo unspecified)	1%	-3	1%	2	3	0%	0.3%	/	1	2	0%
10	CCOC(=O)c1cnc2c(Cl)cc(Cl)cc2c1NCCOCCO	-4%	12	2%	5	2	-1%	-0.3%	-15%	-5	-2	-9%
11	N#CCSc1nnc2c(Cl)cc(Cl)cn12	1%	7	0%	1	-15	5%	-0.1%	-4%	2	0	-3%
12	CCOC(=O)C1=C(C)N(C)C(=S)NC1c1ccc(Cl)cc1Cl (stereo unspecified)	-4%	6	2%	-24	-1	-4%	-0.2%	16%	1	4	2%
13	CCc1cc(SC#N)cc(C)c1NC(=O)CCl	3%	-26	-1%	-11	4	0%	5.7%	3%	1	-1	-4%
14	O=C(COC(=O)c1ccc(OC(F)F)cc1)NCCNC(=O)COC(=O)c1ccc(OC(F)F)cc1	-1%	0	0%	-8	-1	0%	0.0%	/	/	2	-2%
15	Clc1ccc(-c2noc(CSc3nnc(Cc4cccs4)n3-c3ccccc3)n2)cc1	2%	-18	-10%	11	-4	0%	-0.1%	-3%	-3	1	-4%
16	Fc1ccc(-n2nnnc2-c2ccccc2Cl)cc1	0%	5	1%	-7	8	8%	-0.1%	-10%	-7	-1	5%
17	CC1CCCCC1NC(=O)COc1ccccc1C#N (stereo unspecified)	/	2	-1%	7	-5	/	-0.4%	/	/	10	/
18	CCc1cccc(C)c1NC(=O)c1cccnc1	-2%[11.5 µM]	-18	-2%	-6	-15	7%	-0.4%	-7%	0	0	-9%
19	COc1ccc(-c2nc(C#N)c(NCCCn3ccnc3)o2)cc1OC	-1%	0	0%	-10	1	-3%	0.1%	/	3	-1	0%
20	COc1ccc(-c2nc(C#N)c(N3CCC(C)CC3)o2)cc1	/	-13	15%	19	54	-4%	-0.8%	3%	5	-2	-1%
21	CCCCN(CC)CCNC(=O)c1cn(-c2ccc(Cl)cc2)c(=O)c2ccccc12	-3%	-78*	0%	-9	?	0%	0.9%	?	0	-1	2%
22	CCOc1ccccc1NC(=O)Cn1[nH]c(=O)c2ccccc2c1=O	1%	/	-1%	/	/	16%	0.1%	-2%	0	0	6%
23	CCCCn1c(N)c(N(CCOC)C(=O)c2oc3ccc(OCC)cc3c2C)c(=O)[nH]c1=O	/	1	0%	2	5	/	-0.1%	/	/	1	/
24	CSc1nc(N)nc(SCC(=O)C23CC4CC(CC(C4)C2)C3)c1C#N	-17%	-4	-1%	7	-5	0%	-0.4%	?	-1	4	-4%

Full records, looked up by structure.
CCOc1ccccc1NC(=O)Cn1[nH]c(=O)c2ccccc2c1=O as listed: PKM2 act: 1%; KCNH2 3.1 block: /; USP2a inh: -1%; Giardia kill: /; KCNH2 WT inh: /; GALK inhibitor: 16%; B2AR arrestin: 0.1%; Menin-MLL TR inh: -2%; Coupling enz: 0; TRPV1 ag: 0; MLL CXXC-DNA inh: 6%
CCCCn1c(N)c(N(CCOC)C(=O)c2oc3ccc(OCC)cc3c2C)c(=O)[nH]c1=O as listed: PKM2 act: /; KCNH2 3.1 block: 1; USP2a inh: 0%; Giardia kill: 2; KCNH2 WT inh: 5; GALK inhibitor: /; B2AR arrestin: -0.1%; Menin-MLL TR inh: /; Coupling enz: /; TRPV1 ag: 1; MLL CXXC-DNA inh: /

Of the compounds above, six contain a cyano group.
nr	molecule	PKM2 act	KCNH2 3.1 block	USP2a inh	Giardia kill	KCNH2 WT inh	GALK inhibitor	B2AR arrestin	Menin-MLL TR inh	Coupling enz	TRPV1 ag	MLL CXXC-DNA inh
11	N#CCSc1nnc2c(Cl)cc(Cl)cn12	1%	7	0%	1	-15	5%	-0.1%	-4%	2	0	-3%
13	CCc1cc(SC#N)cc(C)c1NC(=O)CCl	3%	-26	-1%	-11	4	0%	5.7%	3%	1	-1	-4%
17	CC1CCCCC1NC(=O)COc1ccccc1C#N (stereo unspecified)	/	2	-1%	7	-5	/	-0.4%	/	/	10	/
19	COc1ccc(-c2nc(C#N)c(NCCCn3ccnc3)o2)cc1OC	-1%	0	0%	-10	1	-3%	0.1%	/	3	-1	0%
20	COc1ccc(-c2nc(C#N)c(N3CCC(C)CC3)o2)cc1	/	-13	15%	19	54	-4%	-0.8%	3%	5	-2	-1%
24	CSc1nc(N)nc(SCC(=O)C23CC4CC(CC(C4)C2)C3)c1C#N	-17%	-4	-1%	7	-5	0%	-0.4%	?	-1	4	-4%

These rows are one share of the data, so the mix of outcomes need not match the whole.
